# FadD28 binding – inhibitors of FadD28 bisubstrate probe binding, primary screen, biochemical, fluorescence polarization, single point; inhibition, % at 12.5 µM; hit rate 0.22% among 360,000; AID 588549, 2011; in the data active = inhibition above about 8.5%, passing the limit was not always enough
# MazF activator – activators of E. coli MazEF toxin-antitoxin RNase, primary screen, biochemical, fluorescence, uHTS. Endoribonuclease toxin MazF (Escherichia coli (strain K12)), P0AE70. FAM/BHQ RNA-DNA oligo cleavage fluorescence, 5 h. activation, % at 20 µM. hit rate 0.32% among 350,000. AID 504720, 2011; in the data active = activation above about 50%
# Target sequence (P0AE70 whole entry, looked up): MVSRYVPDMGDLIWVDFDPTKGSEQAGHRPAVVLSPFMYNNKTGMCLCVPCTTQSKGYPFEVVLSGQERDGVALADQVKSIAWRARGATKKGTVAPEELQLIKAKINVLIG
# GDH-TPI counter – GDH-TPI coupling enzyme inhibitors, primary screen, artefact control for M. tuberculosis FBA inhibitor project, biochemical, absorbance, full deck; GDH-TPI coupled enzyme counterscreen, NADH absorbance; inhibition, % at 4.8 µM; hit rate 1.2% among 360,000; AID 588335, 2011; in the data active = inhibition above about 30%;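 also: 0% = DMSO wells and 100% = wells lacking the enzyme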
# Rv3671c protease – Rv3671c serine protease inhibitors, primary screen, biochemical, fluorescence polarization, M. tuberculosis H37Rv; P9WHR9; inhibition, % at 5.96 µM; hit rate 0.048% among 320,000; AID 2606, 2010; in the data active = inhibition above about 38%;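 also: extracellular domain of Rv3671c used as enzyme; 0% = enzyme with DMSO and 100% = no enzyme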
# Target sequence (P9WHR9 whole entry, looked up, the tested form may be a part): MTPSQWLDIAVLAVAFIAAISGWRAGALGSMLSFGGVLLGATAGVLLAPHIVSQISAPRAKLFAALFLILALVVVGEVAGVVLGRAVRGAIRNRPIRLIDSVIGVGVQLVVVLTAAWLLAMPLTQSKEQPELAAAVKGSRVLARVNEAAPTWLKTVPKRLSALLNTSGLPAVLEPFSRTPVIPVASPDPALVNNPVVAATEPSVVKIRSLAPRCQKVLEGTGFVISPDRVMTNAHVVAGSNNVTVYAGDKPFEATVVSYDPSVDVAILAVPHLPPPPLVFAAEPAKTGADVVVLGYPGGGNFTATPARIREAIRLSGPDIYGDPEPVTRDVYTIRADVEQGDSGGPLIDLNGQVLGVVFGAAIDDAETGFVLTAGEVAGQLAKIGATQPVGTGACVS
# PrPC surface inh – inhibitors of human cell surface prion protein PrPC, primary screen, cell-based, TR-FRET. Major prion protein (Homo sapiens), P04156. hit rate 0.43% among 370,000. TR-FRET read-out. inhibition, % at 13.8 µM; in the data active = inhibition above about 24%; also: 0% = median of the test wells and 100% = reference compound wells
# FBA Mtb inh – Mtb FBA enzyme inhibitors, primary screen, biochemical, fluorescence, strain H37Rv. purified M. tuberculosis FBA, fluorescence read-out. inhibition, % at 1 µM. hit rate 2.3% among 360,000; in the data active = inhibition above about 27%;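 also: 0% = vehicle and 100% = reference inhibitor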
# BioA inh – M. tuberculosis BioA enzyme inhibitors, primary screen, biochemical, plate reader, single point, HTS; purified M. tuberculosis BioA enzyme; hit rate 0.096% among 360,000; 7,8-diaminopelargonic acid synthase BioA (Mycobacterium tuberculosis); inhibition, % at 9.99 µM; AID 602481, 2012; in the data active = inhibition above about 40%
# BoNT-F LC inh – BoNT/F light chain protease inhibitors, primary screen, biochemical, flow cytometry, MLPCN library; Botulinum neurotoxin type F light chain protease (Clostridium botulinum); Multiplex microsphere protease cleavage assay; inhibition, % at 10 µM; hit rate 0.22% among 360,000; AID 588497, 2011; in the data active = inhibition above about 35%, passing the limit was not always enough; also: plate controls were buffer without enzyme for full effect and enzyme alone for no effect
# Mtb UGM inh – M. tuberculosis UGM enzyme inhibitors, primary screen, biochemical, fluorescence polarization, single point; AID 504406, 2011; hit rate 0.06% among 320,000; UDP-galactopyranose mutase (Mycobacterium tuberculosis (strain ATCC 25618 / H37Rv)), …; inhibition, % at 10 µM; purified UGM, fluorescence polarization probe displacement; in the data active = inhibition above about 10%, passing the limit was not always enough
# Target sequence (P9WIQ1 whole entry, looked up): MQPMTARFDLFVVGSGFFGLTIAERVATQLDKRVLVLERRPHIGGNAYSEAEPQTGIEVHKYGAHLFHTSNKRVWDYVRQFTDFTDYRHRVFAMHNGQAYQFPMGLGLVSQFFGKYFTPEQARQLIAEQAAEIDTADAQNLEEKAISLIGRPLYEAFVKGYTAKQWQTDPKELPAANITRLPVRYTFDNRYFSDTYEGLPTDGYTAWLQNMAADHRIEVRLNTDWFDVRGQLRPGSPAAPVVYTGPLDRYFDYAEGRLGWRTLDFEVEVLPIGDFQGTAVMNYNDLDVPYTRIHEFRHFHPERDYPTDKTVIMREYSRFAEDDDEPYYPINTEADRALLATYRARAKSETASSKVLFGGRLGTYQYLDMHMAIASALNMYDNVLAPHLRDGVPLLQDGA
# Active calls of the source: *; . = no result given.
# Results follow in this order: Mtb UGM inh	MazF activator	FadD28 binding	BioA inh	PrPC surface inh	BoNT-F LC inh	Rv3671c protease	GDH-TPI counter	FBA Mtb inh
> Cn1nnnc1SCC(=O)Nc1ccc2c(c1)OCCO2
 : -2.5	10	-0.7	0.6	11	-4	-2	0	0
> COc1ccc(C(=O)COC(=O)CNC(=O)c2ccc(OC)cc2)cc1
 : 0.3	9	-0.4	-1.2	2	-1	2	2	0
> CCc1nc2sc3ccccc3c(=O)c2c(=O)n1Cc1ccc(OC)cc1
 : 0.3	4	-3.5	0.5	15	.	-4	34*	-3
> CCCCCn1c(=O)c(C(=O)NCc2ccccn2)c(O)c2ccccc21
 : -1.5	-4	-1.5	-3.0	7	-6	-6	1	0
> CN(c1cc(=O)n2ccccc2n1)C1CCCCC1
 : 0.9	3	-0.7	-0.7	-3	2	1	10	1
> O=C(Nc1ccc2c(c1)C(=O)NC2=O)c1ccccc1Cl
 : 1.5	0	0.0	1.6	-5	-1	3	12	30*
> O=C(COC(=O)c1cccc(NS(=O)(=O)c2ccc(F)c(F)c2)c1)NC(=O)NC1CCCC1
 : -0.9	0	1.4	.	4	0	-6	4	-2
> COc1ccccc1-c1csc(C(O)c2ccccc2)n1 (stereo not given)
 : .	.	0.3	0.7	11	-2	.	-6	2
> NC(=O)CN1CCN(CCN2C(=O)c3cccc4cccc(c34)C2=O)CC1
 : -0.3	-7	-3.5	0.3	-45	0	-5	1	1
> CC(C)CC1C(=O)N(Cc2cn(CCC3OCCCO3)nn2)CCS(=O)(=O)N1Cc1ccc(-c2cccc(N(C)C)c2)cc1 (stereo not given)
 : .	6	0.8	-1.7	-5	-3	.	4	0
> O=C(NCCCn1ccnc1)C(=O)NCC1OCCN1S(=O)(=O)c1ccc(Br)cc1 (stereo not given)
 : -2.7	-2	-1.0	.	5	-6	-5	-3	1
> O=C(COC(=O)c1c(F)cccc1F)NCc1cccs1
 : 7.9	3	-0.3	-0.1	-3	1	1	9	3
> COc1ccc(-c2[nH]c(-c3ccc4c(c3)OCO4)nc2-c2ccccc2)cc1
 : 1.4	21	-1.9	-0.7	22	-16	17	9	80*
> O=C(Oc1cccc(NC(=O)c2ccccc2Cl)c1)c1ccc([N+](=O)[O-])cc1
 : 2.6	3	-2.3	-0.9	-3	-4	-2	3	0
> COC(=O)c1ccccc1NC(=O)C1CCCN(S(C)(=O)=O)C1 (stereo not given)
 : -2.1	-3	0.4	-3.3	-7	8	-8	-7	5
> Cc1ccc(Oc2nc(-c3ccccn3)nc3ccccc23)cc1
 : 0.0	4	-2.0	-1.0	2	.	-5	5	2
> CCOC(=O)C1(Cc2ccccc2)CCN(Cc2cccc3nccnc23)CC1
 : 4.1	-1	-1.0	0.5	-6	-3	-1	7	-5
> CCCCc1n[nH]c2c1/C(=N/O)CC(c1ccccc1)C2 (stereo not given)
 : 0.8	6	0.7	-0.2	11	-5	-6	15	2
> NCCCCC(N)c1cn([C@@H](CCC(=O)O)C(=O)N2CCNCC2)nn1 (stereo not given in full)
 : -0.7	-1	-3.4	2.1	1	-1	-4	-9	0
> CCOc1ccc(OCCCCn2cnc3ccccc3c2=O)cc1
 : -2.7	4	-0.3	1.0	6	-1	7	5	0
> O=C(Cc1ccccc1)Nc1ccc(C(=O)O)cc1
 : 0.1	0	-0.9	-0.1	3	-3	-11	2	3
> COc1cc(NC(=O)Cn2cnc(C(=O)Nc3ccc(C)c(C)c3)n2)cc(OC)c1OC
 : .	-4	-1.9	-0.2	7	-4	.	0	-2
> CCc1ccc(C2C(C#N)=C(N)Oc3n[nH]c(CC(=O)OC)c32)cc1 (stereo not given)
 : -0.5	1	-1.6	-0.8	-12	1	-3	-4	-2
> O=C(Cc1ccccc1)NCCc1c[nH]c2ccccc12
 : -2.5	-2	0.2	-0.7	-4	12	1	-3	-2
> CCCc1cc(=O)[nH]c(SCC(=O)c2ccc3c(c2)OCCO3)n1
 : 1.7	-9	-4.7	.	3	0	-2	6	-1
> CC(=O)Nc1cc(C(=O)NCc2ccco2)ccc1Sc1ccc(C)cc1
 : 0.5	-1	0.8	-2.1	8	-1	-4	1	0
> CC(C)c1cccc(C(C)C)c1NC(=O)COC(=O)[C@H](C)NC(N)=O
 : -0.6	3	-3.8	.	6	4	3	-2	0
> Cc1ccc(C(=O)NCCc2cccs2)cc1
 : -1.1	-3	0.0	1.4	-3	-1	1	13	1
> O=C(CSc1nc2[nH]c(=O)cc(O)c2s1)NCCc1ccccc1
 : .	0	-3.3	-1.7	3	-6	.	8	-4
> O=[N+]([O-])c1cccc(-c2nc(-c3ccccn3)no2)c1
 : 2.0	0	-0.8	.	-21	-5	-6	7	1
> Cc1c(N(C)S(=O)(=O)c2cc(C(=O)NCC3CCCO3)ccc2Cl)c(=O)n(-c2ccccc2)n1C (stereo not given)
 : -0.6	1	-2.9	-0.7	2	5	-4	5	5
> O=C(CNC(=O)c1ccco1)NCc1nc2ccccc2[nH]1
 : 3.3	5	-1.4	-1.0	-3	2	-6	-1	-2
> O=C(C(Cc1ccccc1)N1C(=O)c2ccccc2C1=O)N1CCc2ccccc21 (stereo not given)
 : -1.1	-9	-1.2	-1.2	4	3	-13	12	4
> Cc1c(OCC(=O)NC(Cc2ccc(Cl)cc2)C(=O)O)ccc2c3c(c(=O)oc12)CCCC3 (stereo not given)
 : -3.1	-5	-8.6	3.5	11	4	8	7	6
> COc1c(O)cc2oc(-c3ccc(O)c(O)c3)cc(=O)c2c1O
 : 0.3	-1	14*	-0.6	-13	-13	-22	22	-5
> O=C(Nc1ccc(F)c(Cl)c1)C1CC(=O)N(Cc2ccccc2)C1 (stereo not given)
 : -1.3	-4	-3.2	11	2	-8	-5	4	1
> Cc1nc2cc([N+](=O)[O-])ccc2c(=O)n1-c1ccc(Br)cc1
 : -0.5	18	-3.4	-1.4	-9	-2	9	-4	2
> O=C(CNC1CCCCC1)Nc1cccc([N+](=O)[O-])c1
 : 1.3	5	-2.8	-1.5	-14	9	1	-2	1
> COc1ccc(C(=O)Nc2c(N)nc(SCC(=O)N3CCCCCC3)[nH]c2=O)cc1OC
 : -0.1	-1	1.1	-0.8	-1	-7	6	11	1
> CCCC(=O)NC(Nc1cc(C(F)(F)F)ccc1Cl)C(Cl)(Cl)Cl (stereo not given)
 : -2.4	2	-3.3	.	-2	-18	1	-3	-4
> Oc1nc(-c2ccc(Cl)cc2)n2ccncc12
 : 4.2	7	-2.3	.	-11	-5	0	11	-5
> COc1ccc(C=NNC(=S)NN=Cc2ccc(OC)c(OC)c2)cc1OC
 : .	13	-4.2	1.6	-8	-4	.	64*	-1
> COc1ccccc1C/C(N)=N/OC(=O)COc1ccccc1C
 : -0.6	2	-0.4	0.8	-9	-23	-10	12	5
> Cc1cc(NC(=O)c2oc3ccccc3c2C)ccc1-n1cnnn1
 : -0.9	-10	-2.3	3.0	8	-11	-18	12	3
> COCC1CCCCN1C(=O)c1ccc2oc(CCCc3ccccc3)nc2c1 (stereo not given)
 : 1.2	5	-0.3	0.4	-3	2	-7	10	2
> CCOC(=O)N1CCN(C(=O)c2ccc(C)c(S(=O)(=O)N3CCCCC3)c2)CC1
 : 1.5	5	-0.4	1.7	4	4	0	-7	1
> Cn1c(=O)c(C(=O)NCc2ccc(Cl)cc2)c(O)c2ccccc21
 : 1.8	22	-4.6	-1.4	-1	-30	-9	8	0
> CC(C)(C)C(=O)/C=c1\[nH]c(=O)/c(=C\c2ccccc2F)s1
 : -3.1	7	-2.5	.	-4	-2	8	9	-6
> CCOC(=O)Nc1ccc(NC(=O)OCC)cc1
 : -1.5	-1	-1.2	-1.6	9	-16	5	3	3
> COCCCNC(=O)CCn1c(=O)c2ccccc2n(CC(=O)Nc2cc(Cl)ccc2C)c1=O
 : -0.5	9	-4.6	-0.4	7	0	4	8	2
> O=C1c2ccccc2NC(c2cccc(O)c2)N1c1ccccc1 (stereo not given)
 : 1.4	6	.	0.0	-1	-32	-5	-1	42*
> CC(=O)NCCc1nc2cc(NC(=O)c3ccccc3Cl)ccc2n1C
 : -3.2	5	0.2	-0.8	1	14	.	-6	2
> Cn1c(NC(=O)Cc2cccc3ccccc23)cc(=O)n(C)c1=O
 : -0.4	2	0.5	0.7	8	0	-5	2	1
> O=C(NCCc1nnc2ccc(NCC3CCCO3)nn12)c1ccccc1 (stereo not given)
 : -2.7	-1	-5.1	.	4	-7	8	-12	-1
> COC(=O)C(Cc1cnc(Cl)s1)(C(=O)OC)c1ccc(C(F)(F)F)cc1[N+](=O)[O-]
 : -3.9	-1	1.8	2.1	4	-6	9	0	1
> CCc1cccc2c(C(=O)CSc3nnc(-c4ccncc4)n3C)c[nH]c12
 : 1.1	16	-5.9	-2.4	2	-3	-12	6	1
> Cc1ccc(NS(=O)(=O)c2ccc3c(c2)NC(=O)CCS3)c(C)c1
 : 0.2	5	-2.2	-0.5	23	4	-4	5	-2
> CC(C)CC1COC(=O)N1 (stereo not given)
 : 1.4	8	-4.0	-2.0	4	1	-8	1	-3
> CN(CCc1ccccc1)C(CCc1ccccc1)C(=O)Nc1ccc2c(c1)OCCO2 (stereo not given)
 : .	.	0.0	-1.5	-1	-8	.	.	-1
> COc1ccc(C2C(C(N)=O)=C(C)Nc3ncnn32)cc1 (stereo not given)
 : -0.8	4	0.3	-3.8	-1	12	-6	4	1
> CCCc1cc(=O)[nH]c(SCC(=O)N2c3ccccc3NC(=O)C2(C)C)n1
 : -1.8	6	-1.2	-1.4	-1	.	-2	8	5
